Screening data: PubChem, National Center for Advancing Translational Sciences (NCATS)
Epigenetic derep: Quantitative High-Throughput Screen for Regulators of Epigenetic Control; murine LDR cells, GFP reporter derepression, 30 h; 280,000 tested, 0.2% active; Potency, µM (top dose mostly 53.9 µM), for the others: top-dose GFP activation, most hits filed as activators; AID 1865, 2009; further: % of control where 0% means no effect; nearly all actives have a fitted effect of over 60% in size
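Murine LDR cells carrying a silenced, genomically integrated CMV-driven GFP reporter were exposed to compound for 30 hours at 37 C. After PBS washes, GFP-positive cells (20–120 um objects) were counted by laser-scanning microplate cytometry.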
Tau fluor cs: Counterscreen qHTS for Inhibitors of Tau Fibril Formation, Fluorescence Polarization; tau K18 P301L Alexa594 fluorescence, heparin fibrillization; Potency, µM (highest dose often 57.7 µM), for inactives: at the highest dose activity change, negative = decrease; 280,000 tested, 0.93% active; further: on the % scale 0 is the no-effect control and ±100 the full control effect; nearly all actives have a fitted effect of over 55% in size
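Human tau K18 P301L (15 uM unlabeled, 0.24 uM Alexa 594-labeled) in 100 mM sodium acetate pH 7 with 20 uM heparin, 6 hr at 37 C. ThT 30 uM added, 1 hr ambient; Alexa 594 FP and total fluorescence read at 555/632 nm.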
GAA inh: qHTS Assay for Inhibitors of Human alpha-Glucosidase as a Potential Chaperone Treatment of Pompe Disease; Lysosomal alpha-glucosidase (Homo sapiens), P10253; purified human GAA, 4-MU-alpha-glucoside fluorescence; Potency, µM (series often up to 76.9 µM), without a hit: top-dose activity change, negative = inhibition, most hits filed as inhibitors; 200,000 tested, 0.005% active; AID 1466, 2008;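 further: plate controls were uninhibited enzyme wells for no effect and no-enzyme background for full effect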
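Activity normalized between no-enzyme (basal) and enzyme-only wells. Conditions: 4 nM human enzyme, 400 uM fluorogenic substrate, citrate/phosphate pH 5.0 with Tween-20, 20 min room temperature, compounds up to 77 uM.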
aGal spleen mod: qHTS Assay for Inhibitors and Activators of Human alpha-Galactosidase From Spleen Homogenate. Alpha-galactosidase A (Homo sapiens), P06280. human spleen homogenate, 4MU-alpha-Gal fluorescence, 40 min. Potency, µM (titrated, usually from 80 µM), for inactives: at the top dose activity change, negative = inhibition, hits mostly inhibitors. 240,000 tested, 0.008% active. AID 2107, 2009;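 further: 0% = enzyme with vehicle and -100% = no enzyme basal signal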
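qHTS titration in buffer at pH 5.0. Alpha-galactosidase activity in spleen homogenate was measured via 4-methylumbelliferone release from 1 mM fluorogenic substrate after 40 min at 37C and a pH 10 stop. AC50 came from Hill fits of control-normalized data.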
GAA spleen mod: qHTS Assay for Inhibitors and Activators of Human alpha-Glucosidase From Spleen Homogenate. human spleen homogenate, 4-MU-alpha-glucoside fluorescence. Lysosomal alpha-glucosidase (Homo sapiens), P10253. AID 2112, 2009. 240,000 tested, 0.006% active. Potency, µM (doses to about 79.9 µM), without a hit: top-dose activity change, negative = inhibition, actives largely listed as inhibitors;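 further: 0% = enzyme with vehicle and -100% = no enzyme basal signal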
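Human spleen homogenate (1 ug) with 4-methylumbelliferyl-alpha-D-glucopyranoside (1 mM final) in 50 mM citrate/phosphate pH 5.0, 0.01% Tween-20; 40 min at 37 C. Stopped at pH 10; 4-MU fluorescence Ex 365/Em 440 nm; AC50 by Hill fit.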
NPSR antag: qHTS Assay for Antagonists of the Neuropeptide S Receptor: cAMP Signal Transduction; CHO-NPSR cells, cAMP TR-FRET, antagonist mode; Potency, µM (doses to about 38.3 µM), without a hit: at the highest dose activity change, negative = inhibition, usual class: inhibitors; 220,000 tested, 1% active; further: on the % scale 0 is the no-effect control and ±100 the full control effect; nearly all actives have a fitted effect of over 50% in size; many of its hits are not listed in these tables
Target sequence (Q6W5P4 whole entry, looked up): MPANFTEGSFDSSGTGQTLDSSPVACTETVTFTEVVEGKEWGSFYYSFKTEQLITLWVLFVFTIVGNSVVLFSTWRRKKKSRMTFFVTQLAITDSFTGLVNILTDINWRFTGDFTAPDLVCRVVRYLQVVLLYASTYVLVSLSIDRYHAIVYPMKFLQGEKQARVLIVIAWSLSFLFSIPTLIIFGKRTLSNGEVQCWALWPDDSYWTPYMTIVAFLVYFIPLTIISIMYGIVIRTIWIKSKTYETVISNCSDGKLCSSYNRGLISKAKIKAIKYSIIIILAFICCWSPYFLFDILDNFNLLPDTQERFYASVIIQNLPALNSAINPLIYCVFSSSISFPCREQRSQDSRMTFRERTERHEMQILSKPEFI
ALDH1A1 inh: qHTS Assay for Inhibitors of Aldehyde Dehydrogenase 1 (ALDH1A1); Aldehyde dehydrogenase 1A1 (Homo sapiens), P00352; 220,000 tested, 7.3% active; Purified ALDH1A1, NADH fluorescence, propionaldehyde substrate; Potency, µM (top dose mostly 75.3 µM), for the others: top-dose activity, negative = inhibition, most hits filed as inhibitors; active means well fitted inhibition curve with a large enough effect, not every such curve was filed as active; inconclusive means small, poorly fitted or top-dose-only effect, or another doubt; inactive means no such curve, though single readings can be large or run the other way;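 further: plate controls were no enzyme wells and a reference inhibitor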
Target sequence (P00352 whole entry, looked up): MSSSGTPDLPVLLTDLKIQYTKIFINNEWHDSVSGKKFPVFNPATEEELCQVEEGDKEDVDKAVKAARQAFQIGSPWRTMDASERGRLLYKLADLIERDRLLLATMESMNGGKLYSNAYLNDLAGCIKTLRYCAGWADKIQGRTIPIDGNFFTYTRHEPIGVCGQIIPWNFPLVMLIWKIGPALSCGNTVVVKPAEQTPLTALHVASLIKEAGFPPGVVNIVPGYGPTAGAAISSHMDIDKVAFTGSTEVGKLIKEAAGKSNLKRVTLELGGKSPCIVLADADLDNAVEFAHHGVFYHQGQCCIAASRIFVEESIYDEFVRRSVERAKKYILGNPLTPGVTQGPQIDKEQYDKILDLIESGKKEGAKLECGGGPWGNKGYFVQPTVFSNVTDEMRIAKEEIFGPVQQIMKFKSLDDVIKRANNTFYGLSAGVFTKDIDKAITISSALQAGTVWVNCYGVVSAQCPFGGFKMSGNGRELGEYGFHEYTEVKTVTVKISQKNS
GAA glycogen: qHTS Assay for Inhibitors and Activators of Human alpha-Glucosidase Cleavage of Glycogen | Lysosomal alpha-glucosidase (Homo sapiens), P10253 | recombinant GAA, glycogen substrate, Amplex Red glucose oxidase fluorescence | Potency, µM (doses to about 76.4 µM), for inactives: at the highest dose activity change, negative = inhibition, most hits filed as inhibitors | 300,000 tested, 0.38% active | AID 2100, 2009;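 further: 0% = full enzyme reaction and -100% = no-enzyme basal signal; the screen sought inhibitors and activators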
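qHTS, 1536-well; enzyme 4 nM final; cpd up to 77 uM; substrate bovine liver glycogen 30 ug; 50 mM citrate/phosphate pH 5.0, 0.01% Tween-20; 37 C, 40 min; Amplex Red detection 45 min RT; Hill fit → AC50.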
An asterisk follows results filed as active; ? = inconclusive; . = no result given; [ ] = remark or other dose. Unless noted, the call rests on the fitted dose curve; in most records, active means well fitted curve in the direction sought with a large enough effect; inconclusive means small, poorly fitted or top-dose-only effect, or another doubt; inactive means no such curve, though single readings can be large; an effect the other way counts as inactive or inconclusive. Potency means the concentration at half of the fitted maximal effect. Only part of the results is shown; the hit share may differ from the screen's.

SMILES	Epigenetic derep	Tau fluor cs	GAA inh	aGal spleen mod	GAA spleen mod	NPSR antag	ALDH1A1 inh	GAA glycogen
CCN=C1S/C(=C\c2ccc(N3CCOCC3)cc2C)C(=O)N1CC	0.0%	-26.8%	3.0%	-0.7%	-3.0%	-10.6%	-7.6%	12.4%
Cc1cc(NC(=O)c2c(Br)c(C)nn2C)no1	-1.0%	7.1%	0.4%	4.9%	6.1%	10.1%	-3.0%	4.0%
CCc1ccc(/C=C/C(=O)c2cc(Br)ccc(=O)c2O)cc1	12.4%	?	?	-2.6%	-9.7%	-25.1%[46.1 µM]	?	-4.8%
Cc1cccc(C)c1OCCSc1n[nH]c(N)n1	-2.4%	-4.9%	-2.1%	2.5%	4.7%	4.9%[46.1 µM]	12.4%	-3.5%
CC(C)c1nnc(NC(=O)C2CCN(c3nc4ccccc4s3)CC2)s1	-1.0%	8.6%	4.0%	8.7%	2.4%	-8.0%[46.1 µM]	?	15.7%
COc1ccc(-n2c(SCC(=O)Nc3cc(C)on3)nc3ccccc3c2=O)cc1Cl	-0.8%[10.1 µM]	18.9%	6.9%	-0.5%	3.3%	-22.1%	7.5%	15.7%
CCOC(=O)C1CCCN(Cc2ccccc2OCC)C1 (configuration not stated)	6.6%	3.3%	-11.5%	7.2%	-16.6%	2.7%[46.1 µM]	-6.9%	5.8%
COc1cc(/C=C2/SC(N)=NC2=O)ccc1Oc1ccc([N+](=O)[O-])cc1[N+](=O)[O-]	-1.0%	-25.8%	0.2%	7.8%	2.4%	14.8%	-0.7%	0.0%
O=C(CN1CCN(S(=O)(=O)c2ccc(Br)cc2)CC1)N/N=C/c1ccco1	2.1%	-15.4%	?	2.5%	-2.4%	8.5%	2.7%	2.7%
Cn1ncc2c(O/N=C(\N)c3ccc(C(F)(F)F)cc3)ncnc21	-4.2%	?	.	11.2%	10.3%	-10.6%	.	6.5%
CC(C)NC(=O)CN1CCN(Cc2nc(-c3cccs3)no2)CC1	3.2%	-1.9%	-0.5%	-0.3%	1.8%	-12.3%	-13.9%	7.7%
Cc1ccc(C(=O)NC(=C(Cl)Cl)S(=O)(=O)c2ccc(C)cc2)cc1	0.0%	-11.7%	-0.8%	2.9%	-3.7%	-13.5%	?	-11.2%
Cc1cccn2c(=O)c3cc(C(=O)N4CCN(C(=O)c5ccco5)CC4)n(C)c3nc12	0.0%	-6.4%	?	?	26.0%	-2.4%[46.1 µM]	?	3.9%
CCOc1ccccc1Oc1coc2cc(O)ccc2c1=O	-1.1%	-10.4%	9.7%	6.2%	7.2%	-13.6%[46.1 µM]	?	0.9%
O=S(=O)(O)CCN1CCOCC1	1.1%	-0.3%	3.1%	-15.3%	-0.8%	5.2%[46.1 µM]	7.4%	5.1%
CN(N=Nc1ccc([N+](=O)[O-])cc1)c1ccccc1	-3.2%	-23.7%	-3.6%	5.4%	7.3%	5.0%	-8.5%	-9.6%
O=C(Nc1cccc(-c2ccc3nncn3n2)c1)c1ccco1	-4.1%	-9.8%	-1.3%	6.3%	5.5%	-1.5%	-8.7%	-16.0%
CCCC[C@H]1C(=O)N(c2ccccc2)N(c2ccc(O)cc2)C1=O	1.4%[16.9 µM]	.	.	-11.9%[29.1 µM]	0.9%[29.1 µM]	.	?	.
CCOC(=O)c1c(C)[nH]c(C)c1C(=O)CSc1nc2ccccc2c(=O)n1-c1ccc(C)cc1	0.0%	?	-13.0%	6.4%	-10.2%	-42.8%	?	-11.1%
O=C(COc1ccc([N+](=O)[O-])cc1)N(Cc1ccccc1)Cc1ccccc1	-1.8%	-10.9%	-6.3%	-4.3%	-2.4%	-45.8%	14.1µM*	5.3%
Cc1cccc(C)c1NC(=S)N(Cc1cccnc1)Cc1ccccc1Cl	-6.5%	-19.3%	3.1%	-5.3%	-6.3%	-39.0%	?	4.2%
CC(C)NC(=O)c1onc(CSc2ccc(F)c(F)c2)c1C(=O)O	-0.9%	-8.4%	-7.5%	1.1%	-7.9%	-0.1%[46.1 µM]	22.4µM*	8.3%
CCOC(=O)c1cc[n+](CC(=O)c2ccc(F)cc2)cc1	0.0%	-3.8%	6.5%	3.1%	8.0%	16.8%	?	-5.1%
O=C(/C(=C(\[O-])c1ccccc1)[n+]1ccc2ccccc2c1)c1ccc(Cl)cc1	0.1%	-17.1%	-1.9%	-0.6%	-2.3%	-3.0%	?	-2.7%
C/C=C/c1ccc(OCCCCNCc2ccco2)c(OC)c1	-3.1%	-7.3%	-12.2%	-1.8%	1.7%	-4.1%	?	10.9%

Later entries
SMILES	Epigenetic derep	Tau fluor cs	GAA inh	aGal spleen mod	GAA spleen mod	NPSR antag	ALDH1A1 inh	GAA glycogen
C=CCOC(=O)C1=C(C)Nc2[nH]c(=O)[nH]c(=O)c2C1c1ccccc1 (configuration not stated)	-2.8%	-17.7%	-2.8%	-2.0%	-2.2%	1.3%	-4.7%	-0.5%
Cc1ccc(/C=N/Nc2nnc(Cl)c3ccccc23)cc1	0.4%	-24.1%	-8.7%	-1.1%	3.1%	-7.7%	?	-5.4%
COc1cc(NS(=O)(=O)c2ccc(NC(=S)NC(=O)/C=C/c3ccc(F)cc3)cc2)ncn1	0.2%	-5.8%	.	-6.6%	2.8%	31.3%[7.67 µM]	.	-3.4%
CCCCN(C)CCNC(=O)c1ccc(Cn2c(=S)[nH]c3ccc(Br)cc3c2=O)cc1	2.2%	?	-5.7%	12.3%	6.9%	-16.8%	?	-13.7%
COC(=O)c1ccc(NC(=S)Nc2ccccc2)cc1	-8.3%	-2.9%	-5.3%	3.7%	-1.0%	5.6%[46.1 µM]	-2.6%	-3.4%
Cc1cc(Cl)c(O)c(-n2nc3ccccc3n2)c1	3.8%	-3.1%	.	-2.7%	-1.2%	-7.6%[7.67 µM]	.	7.6%
O=C(O/N=C(\c1ccccc1)c1ccccn1)c1ccc(Cl)c(Cl)c1	-1.1%	-10.8%	?	1.1%	-3.4%	-15.1%[46.1 µM]	?	1.5%
NC(=O)[C@H]1CC2(CC(c3cccc(NC(=O)[C@H]4CCC(=O)N4)c3)=NO2)CN1C(=O)CC(c1ccccc1)c1ccccc1 (some centres not stated)	0.7%	0.9%	.	-3.7%	-1.1%	22.1%	.	1.8%
CCN(CC)c1ccc(C2C(C(=O)OC(C)C)C(=O)CC(C)(O)C2C(=O)OC(C)C)cc1 (configuration not stated)	0.0%	-14.4%	-2.3%	-8.9%	-10.8%	-22.6%[46.1 µM]	-0.8%	22.2%
CCOc1cc(S(=O)(=O)N2CCC(C(N)=O)CC2)ccc1F	8.7%	-2.4%	-2.1%	4.8%	1.7%	-9.6%[46.1 µM]	2.0%	0.1%
CCOC(=O)C1=C[C@@]2(CC)CCCN3CCc4c(n1c1ccccc41)[C@H]32	-2.7%	-6.8%	.	6.1%	6.0%	.	12.1%	.
O=c1nc(Nc2cccc(Cl)c2)oc2cc(Cl)oc(=O)c12	1.1%	-23.3%	-10.4%	8.2%	4.6%	-1.0%	?	1.6%
COc1ccc(/C=C/C(=O)NCC2COc3ccccc3O2)cc1OC (configuration not stated)	8.4%	-14.1%	3.8%	-6.1%	-5.4%	29.8%	?	2.6%
C[C@@H](C(=O)O)c1ccc(C(=O)c2ccccc2)s1	-0.3%[16.9 µM]	.	.	3.9%[29.1 µM]	10.1%[29.1 µM]	.	-15.6%[20.9 µM]	.
O=C(c1noc2c1CCc1ccccc1-2)N1CCc2ccccc2C1	-1.1%	-3.4%	-0.8%	-1.4%	-5.1%	-13.6%[46.1 µM]	?	-5.8%
O=C(Cc1ccc(Br)cc1)N1CCN(c2ccccn2)CC1	-1.2%	0.6%	-3.3%	19.0%	-6.0%	4.2%	3.9%	1.8%
COc1ccc(CNC(=O)CSc2nnc(-c3ccc(NC(C)=O)cc3)n2C)cc1	-1.6%	-0.9%	-6.6%	5.2%	1.3%	-14.0%[46.1 µM]	?	-0.1%
CCCCC1CC(CSc2ncn[nH]2)OC1=O (configuration not stated)	-0.2%	5.4%	5.4%	-5.5%	-7.5%	-0.2%[46.1 µM]	12.9%	4.3%
CCOC(=O)N1CCN(c2cc(N)c([N+](=O)[O-])cc2F)CC1	-1.1%	-16.5%	-9.3%	1.9%	-1.1%	-13.0%[46.1 µM]	2.6%	-7.7%
CCCCc1nc2n[nH]c(N)c2c2c1CCCC2	1.7%	-17.3%	1.2%	10.5%	-10.6%	-4.9%[46.1 µM]	4.3%	?
Cc1ccc(NC(=O)CS(=O)CC(=O)Nc2ccc(N3CCOCC3)cc2)cc1Cl (configuration not stated)	-2.4%	-25.4%	-1.1%	-13.2%	-6.1%	-24.5%[46.1 µM]	5.1%	1.8%

Looked up by structure from above (three):
SMILES	Epigenetic derep	Tau fluor cs	GAA inh	aGal spleen mod	GAA spleen mod	NPSR antag	ALDH1A1 inh	GAA glycogen
NC(=O)[C@H]1CC2(CC(c3cccc(NC(=O)[C@H]4CCC(=O)N4)c3)=NO2)CN1C(=O)CC(c1ccccc1)c1ccccc1 (some centres not stated)	0.7%	0.9%	.	-3.7%	-1.1%	22.1%	.	1.8%
C[C@@H](C(=O)O)c1ccc(C(=O)c2ccccc2)s1	-0.3%[16.9 µM]	.	.	3.9%[29.1 µM]	10.1%[29.1 µM]	.	-15.6%[20.9 µM]	.
CCCCN(C)CCNC(=O)c1ccc(Cn2c(=S)[nH]c3ccc(Br)cc3c2=O)cc1	2.2%	?	-5.7%	12.3%	6.9%	-16.8%	?	-13.7%

Some entries already given with just GAA inh:
Molecule | GAA inh
COC(=O)c1ccc(NC(=S)Nc2ccccc2)cc1 | -5.3%
C=CCOC(=O)C1=C(C)Nc2[nH]c(=O)[nH]c(=O)c2C1c1ccccc1 (configuration not stated) | -2.8%
